FXN GAA850 act: activators of GAA850 frataxin (FXN) promoter; AID 540364; HEK293 lucGAA850 FXN promoter luciferase reporter, 24 h; percent of 10 µM SAHA response; 360,000 tested, 0.56% active; activation, % at 6 µM;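 active = activation above the average of all compounds screened plus 3 SD, cutoff fixed separately per campaign, cut at about 7.5% in these data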;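 note: 0% = DMSO wells and 100% = 10 µM SAHA wells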
ssDAF12 agonist: S. stercoralis DAF-12 activation, primary screen | activation, % at 6.8 µM | HEK293 ssDAF-12/GRIP1 lit1-tk-luc reporter, luminescence; % of 3 µM dafachronic acid response | 370,000 tested, 1% active;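 active = activation above the mean over all tested compounds plus 3 SD, cut at about 0.9% in these data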;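 note: 0% = DMSO-only wells and 100% = 3 µM delta7-dafachronic acid wells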
SMARCA2 activ: activators of SMARCA2 function. MG213 cells, MMTV-luciferase reporter, dexamethasone, overnight. activation, % at 9.1 µM. 370,000 tested, 1% active. AID 652017; in the data active = activation above about 7.8%;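 note: 0% = vehicle wells and 100% = reference activator wells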
DAX1 inh-1: DAX1 (NR0B1) inhibition, primary screen. HEK293T StAR-luciferase reporter, SF-1/DAX-1 repression relief. inhibition, % at 6.8 µM. 370,000 tested, 1.1% active. AID 652010;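 active = inhibition above the mean over all tested compounds plus 3 SD, cut at about 3.6% in these data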;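 note: 0% = DAX-1 cells with DMSO and 100% = cells lacking DAX-1 with DMSO; higher inhibition means more luminescence from relief of DAX-1 repression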
hcDAF-12 act: activators of H. contortus DAF-12 nuclear receptor; 370,000 tested, 1.4% active; activation, % at 6.8 µM; AID 652067; HEK293 hcDAF-12 lit1-tk-luc reporter, luminescence; 0% DMSO, 100% Δ7-dafachronic acid;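 active = activation above the mean of all tested compounds plus 3 SD, cut at about 5.5% in these data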;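 note: 100% = response to 3 µM Δ7-dafachronic acid high control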
NPR1 activator: GC-A (human) enzyme activation. P16066. HEK293 GC-A cells, cGMP TR-FRET, EC30 ANP; 0% at EC30 ANP, 100% saturating ANP. activation, % at 10 µM. 370,000 tested, 0.14% active; in the data active = activation above about 40%
GC-B act: GC-B (human) receptor activation; P20594; HEK293-GC-B cells, CNP EC30, cGMP TR-FRET; 0% at EC30 CNP, 100% saturating CNP; activation, % at 10 µM; 370,000 tested, 0.11% active; AID 1920062;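 active = activation at 10 µM reaching about 35% in either raw or pattern-adjusted values, limit read from the data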
sPLA2-III inh: Blocks human group III sPLA2 activity. QFRET BODIPY PC-A2 liposome hydrolysis, fluorescence. 370,000 tested, 0.56% active. inhibition, % at 12.2 µM;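 active = inhibition above mean plus 3 SD of compounds lying within the high and low control bounds, cut at about 19% in these data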;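 note: 0% = median of test compound wells and 100% = no enzyme DMSO wells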
Target sequence (Q9NZ20 whole entry, looked up): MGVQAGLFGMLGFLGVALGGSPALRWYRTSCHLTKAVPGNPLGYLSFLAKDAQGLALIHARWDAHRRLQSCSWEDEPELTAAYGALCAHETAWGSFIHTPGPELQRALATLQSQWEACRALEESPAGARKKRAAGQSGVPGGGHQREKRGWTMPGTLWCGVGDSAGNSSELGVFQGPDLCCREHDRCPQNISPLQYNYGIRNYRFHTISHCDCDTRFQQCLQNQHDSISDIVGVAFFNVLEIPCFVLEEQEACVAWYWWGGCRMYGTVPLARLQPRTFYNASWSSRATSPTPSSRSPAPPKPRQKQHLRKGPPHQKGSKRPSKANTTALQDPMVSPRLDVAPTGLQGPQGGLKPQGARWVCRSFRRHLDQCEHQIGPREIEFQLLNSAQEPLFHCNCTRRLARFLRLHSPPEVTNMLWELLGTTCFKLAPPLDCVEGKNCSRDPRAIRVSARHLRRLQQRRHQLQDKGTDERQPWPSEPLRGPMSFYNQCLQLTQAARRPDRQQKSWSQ
ADAM10 inh: inhibits human ADAM10. O14672. recombinant ADAM10, EDANS/DABCYL FRET peptide cleavage, 3 h. inhibition, % at 7 µM. 370,000 tested, 0.62% active. AID 720582;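 active = inhibition above a per-campaign cutoff equal to the mean of compounds falling between control-based bounds plus 3 SD, cut at about 20% in these data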;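 note: 0% = DMSO wells while the 100% control is not disclosed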
Target sequence (O14672 214-748 limits assumed): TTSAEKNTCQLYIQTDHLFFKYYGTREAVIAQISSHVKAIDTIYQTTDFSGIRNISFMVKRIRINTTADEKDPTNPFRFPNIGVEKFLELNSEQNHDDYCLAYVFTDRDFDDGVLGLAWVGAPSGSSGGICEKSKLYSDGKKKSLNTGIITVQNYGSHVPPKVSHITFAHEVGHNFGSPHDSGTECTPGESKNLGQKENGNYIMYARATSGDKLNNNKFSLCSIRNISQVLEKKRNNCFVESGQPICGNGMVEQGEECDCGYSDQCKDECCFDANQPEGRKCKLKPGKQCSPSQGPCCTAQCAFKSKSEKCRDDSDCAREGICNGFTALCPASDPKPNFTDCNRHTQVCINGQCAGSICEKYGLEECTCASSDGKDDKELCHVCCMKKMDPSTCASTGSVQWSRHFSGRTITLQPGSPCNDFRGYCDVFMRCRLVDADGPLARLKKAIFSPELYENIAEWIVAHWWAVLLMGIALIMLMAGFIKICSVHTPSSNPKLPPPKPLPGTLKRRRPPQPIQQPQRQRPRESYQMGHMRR
hgDAF12 agonist: activates the H. glycines DAF-12 receptor ligand-binding domain; HEK293 GAL4-hgDAF12 UAS-luciferase reporter, agonist luminescence; normalized to butyrate control; activation, % at 6.8 µM; 370,000 tested, 1.8% active;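 active = activation above a cutoff set at the mean of all screened compounds plus 3 SD, cut at about 10% in these data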;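 note: 0% = DMSO wells and 100% = sodium butyrate wells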
DAX1 inh-2: inhibitors of human orphan nuclear receptor DAX1 (NR0B1); AID 504766; 340,000 tested, 0.99% active; inhibition, % at 6.75 µM; HEK293 Gal4-DAX1 luciferase reporter, luminescence; P51843;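 active = inhibition above the mean over all tested compounds plus 3 SD, cut at about 4.2% in these data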;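 note: 0% = DAX1-transfected cells with DMSO and 100% = empty-vector control cells with DMSO; inhibition shows as a rise in luminescence from relieved DAX1 repression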
Active calls of the source: *; nt = no result given. This is a random part of the collection; overall some 6.6% were active at least once.

SMILES	FXN GAA850 act	ssDAF12 agonist	SMARCA2 activ	DAX1 inh-1	hcDAF-12 act	NPR1 activator	GC-B act	sPLA2-III inh	ADAM10 inh	hgDAF12 agonist	DAX1 inh-2
O=C1CCCCC(=O)[C@H](OC(=O)c2ccccc2)C[C@H](c2ccccc2)O1	nt	-1.6	-3	0.0	-1.4	0	4	-7	-2	0.1	nt
CN1C2CCC1CC(NC(=O)c1cccc(C(F)(F)F)c1)C2 (configuration not stated)	2.2	-1.0	0	0.0	0.7	1	4	1	-7	-0.6	0.5
CCCCC(=O)N(C)c1c(CC)nc2c(OCCOc3ccccc3)cccn12	0.3	-1.4	-2	0.2	-2.1	1	-1	-4	-14	-2.3	nt
Cn1c(-c2cccc([N+](=O)[O-])c2)cnc1NCc1cccc([N+](=O)[O-])c1	-1.5	-1.4	0	-1.7	-2.5	2	9	0	1	3.2	-1.3
CC(C)CC(=O)NCCNC(=O)c1cc(OCC(F)(F)F)ccc1OCC(F)(F)F	2.8	-1.4	-1	0.9	-1.5	-1	2	11	0	0.6	-1.2
CC(=O)N1CCN(c2ccccc2NC(=O)c2ccc(C#N)cc2F)CC1	1.6	-1.1	-3	-0.6	2.3	0	-1	2	-11	1.2	-1.0
O=C(O)CCC(=O)N1CCN(S(=O)(=O)c2cccs2)CC1	-1.1	-0.8	-3	0.3	1.4	-2	6	10	1	-1.6	0.3
Cc1cccc(CC2CC(=O)N(c3ccc(C)cc3Br)C2=O)c1 (configuration not stated)	0.5	-0.8	-2	0.3	-1.1	-5	3	-14	-1	-1.2	1.4
CCN(Cc1ccccc1)S(=O)(=O)c1c(C)[nH]c(C)c1C(=O)N1CCCC1	0.5	-0.3	0	-0.2	-1.6	0	6	5	-3	-3.1	0.4
O=C(Nc1nc2ccccc2[nH]1)c1cccc([N+](=O)[O-])c1	7.2	0.4	5	1.3	1.7	-4	-1	11	-1	16*	0.8
CC(C)OCCCNC(=O)CN1CCN(Cc2ccccc2Cl)C1=O	-1.4	-0.8	0	-0.1	0.0	-2	5	-1	2	-2.6	-0.6
O=c1c(-c2ccco2)[n+]([O-])c2ccccc2n1OCc1ccccn1	1.5	0.3	1	-0.1	-1.0	-5	-4	5	-23	1.3	0.0
Cc1ccc(C)c(NC(=S)NC(=O)c2cncc(Br)c2)c1	1.5	-1.1	0	-0.1	-1.6	0	-3	4	-5	2.3	nt
CCCCNCCOc1ccccc1-c1ccccc1	-7.4	-1.1	7	-0.3	-0.1	-9	-6	-10	3	-1.9	2.5
CC1=NN(S(=O)(=O)c2ccc(F)cc2)C(=O)c2ccccc2O1	1.5	-1.4	0	-0.2	-2.8	2	0	-2	1	-1.1	0.3
C=CCn1c(-c2cccnc2Cl)nc2ccccc21	0.2	-1.3	2	-0.5	-0.5	-4	-1	1	-4	-2.9	0.3
Cc1cccc(N2CCN(CC3CCCCC3)CC2)c1C	0.4	-0.9	-2	-0.1	3.3	-4	-6	3	1	3.9	0.2
Cc1csc(NC(=O)CSC2=NS(=O)(=O)c3ccccc3N2)n1	-0.6	-1.1	0	-0.4	0.8	-2	2	-1	3	-0.4	-0.6
O=C(COc1ccccc1Cl)N1CCCCCCC1	1.2	-0.2	3	0.0	-1.3	-2	1	-1	2	1.5	0.5
CC(C)Cn1c(SCC(=O)NCc2ccco2)nnc1-c1ccncc1	0.1	-0.5	0	0.3	0.4	1	2	0	-4	3.0	-0.1
CCOc1ccc(CCNC(=O)COC(=O)C2CCN(S(=O)(=O)c3ccccc3)CC2)cc1OCC	1.9	-0.9	-1	0.2	-0.6	0	1	-6	9	0.7	-0.9
Cc1cccc(CCNC(=O)C2CC(O)CN2C(=O)Nc2ccccc2)c1 (configuration not stated)	-0.8	0.0	-4	0.8	2.6	1	9	-2	-10	3.8	2.3
CC1(C)CC(=O)C([N+](=O)[O-])=C(NCCCC(=O)O)C1	-0.6	-1.1	-2	-0.2	0.9	2	0	18	-8	-0.9	4.5*
COc1cccc(CN(C)C(=O)CNC(=O)c2cccs2)c1OC	0.7	-0.6	0	1.3	0.4	-1	1	3	-4	-1.0	-0.8
CCC1=NN(C(=O)c2ccccc2[N+](=O)[O-])C(O)(c2ccccc2)C1 (configuration not stated)	-2.6	-1.2	4	0.0	-0.3	1	2	23*	-3	-3.4	0.7
COc1ccc(S(=O)(=O)N2CCOCC2)cc1NC(=O)C1CCCN1C(=O)c1cccs1 (configuration not stated)	0.0	-0.5	1	0.9	-0.8	-2	0	0	-4	-0.3	0.4
O=C(Nc1cccc(S(=O)(=O)N2CCCCC2)c1)C1CC(=O)N(Cc2ccccc2)C1 (configuration not stated)	1.1	-1.7	-3	-1.5	-1.2	1	-9	-29	-6	1.2	0.3
COc1ccc(C2(CO)OC(CO)C(O)C2O)cc1 (configuration not stated)	0.2	-1.1	-4	-0.7	0.9	6	1	15	-20	-1.8	0.3
O=C(NCCOC(=O)c1cccs1)c1cccnc1	2.7	-1.6	2	0.0	-0.8	2	0	1	9	1.7	0.6
COc1ccccc1CNC(=O)CN1CCN(c2ccc(C(C)=O)cc2)CC1	3.6	-0.6	-3	-0.1	-1.6	1	-1	-1	-8	-1.1	-1.8
COC(=O)C1=C(C)N(CCCC(=O)O)C(=O)NC1c1ccc2c(c1)OCO2 (configuration not stated)	1.9	-0.9	-1	-0.6	0.5	1	1	8	3	0.8	0.2
Cc1nc(SCC(=O)N2CCOCC2)c2c(=O)n(C)c(=O)n(CC(C)C)c2n1	-1.8	-1.1	-1	-0.1	-0.5	-2	-2	2	-1	-4.5	0.1
Cc1cc(F)ccc1NCC(=O)Nc1ccccc1Br	1.7	-1.4	-2	-0.1	-1.0	1	0	0	3	-0.6	-0.4
CC(Nc1ccc([N+](=O)[O-])cc1[N+](=O)[O-])c1ccccc1 (configuration not stated)	3.4	-1.8	-3	-2.5	-0.8	-3	0	13	0	0.0	-0.1
Cc1cccc(NC(=O)Cn2nc([N+](=O)[O-])c(Br)c2C)n1	-0.3	-1.2	-1	0.4	-1.6	-2	3	5	-2	-1.3	-0.2
NNC(=O)/C(=C\c1cccs1)NC(=O)c1ccccc1	-0.1	-1.4	1	0.1	-3.1	-3	-3	-2	8	-0.5	1.4
O=C(CCCn1c(=S)[nH]c2cc3c(cc2c1=O)OCO3)N1CCc2ccccc2C1	0.2	-1.1	-2	0.7	1.3	-2	-5	1	-3	-1.1	-0.7
CCOC(=O)CSc1nnc(NC(=O)c2cc([N+](=O)[O-])cc([N+](=O)[O-])c2)s1	-0.7	-1.2	-2	0.0	-1.9	-6	-3	7	2	-2.2	0.4
Cc1cc(C(=O)N2CC=C(c3ccccc3)CC2)c2ccccc2n1	-6.8	-0.1	-4	-5.3	0.1	-2	-5	-2	3	-0.6	-0.9
Cc1ccc(C)c(OCC(=O)Nc2ccc(S(=O)(=O)Nc3ncccn3)cc2)c1	0.6	-0.8	-3	-0.3	2.1	-3	0	-8	3	-0.9	-1.2
CC(NC(=O)CNC(=O)C(Cc1ccccc1)NC(=O)OCc1ccccc1)C(N)=O (configuration not stated)	2.0	-1.0	0	3.1	-2.0	4	0	0	15	-1.0	1.8
CCOc1ccccc1C=C1CCc2ccccc2C1=O	3.2	-0.4	5	-0.5	-1.5	-3	2	-3	2	1.4	0.5
CCc1cccc2c1NC(=O)[C@]21[C@@H]2C(=O)N(Cc3ccccc3)C(=O)[C@@H]2[C@@H]2CCCN21	1.4	-1.1	-1	0.0	-0.1	-3	3	-19	-3	-0.5	-1.1
C#CCN(CC=C)C(=O)C1CCC(=O)N(CCCc2ccccc2)C1 (configuration not stated)	0.3	-0.8	1	-0.2	-0.4	-5	-5	1	3	-2.3	-1.2
NC(=S)N=Nc1c(O)[nH]c2c(Cl)cc(Cl)cc12	-0.1	-1.2	-2	-2.1	-0.4	17	21	11	4	-1.4	-0.4
CCOc1ccc(NC(=O)N(Cc2ccc(C)cc2)Cc2ccccn2)cc1	-1.5	-1.4	-1	-0.2	-1.2	-4	-1	-3	-2	-1.7	0.4
CCCCNC(=O)CN1C(=O)NC(Cc2ccccc2)(Cc2ccccc2)C1=O	-3.1	-0.8	-3	0.0	1.5	0	5	3	2	0.5	-0.7
Cc1[nH]c(=O)[nH]c(=O)c1/C=C/C(=O)O	0.2	-0.9	-4	-0.1	-2.1	-1	0	12	-9	-1.2	1.4
Cn1c(/C=C/c2cccc(Br)c2)nc2ccccc2c1=O	1.8	-1.3	1	0.0	0.7	-6	-1	9	2	3.8	-0.6
Cc1oc(-c2ccc(F)cc2)cc1-c1nn2c(-c3ccco3)nnc2s1	nt	-0.3	0	-0.4	0.9	2	-5	3	1	-1.9	nt
CC1(C)CCC(=O)C=C1Nc1ccc(F)c(Cl)c1	3.4	-1.0	-2	-0.1	-0.3	-2	1	6	-2	-1.0	0.1
CC(C)NC(=O)c1onc(CSc2ccc(F)c(F)c2)c1C(=O)NC(C)C	0.5	-1.4	0	-0.4	-0.7	3	4	7	8	-1.7	0.3
CCCNC(=O)COC(=O)c1c2c(nc3ccccc13)CCC2	-2.6	-0.3	7	0.1	-1.4	-1	0	-3	-30	-0.6	-0.8
CCOC(=O)c1ccc(NS(=O)(=O)c2cc(C)ccc2OC)cc1	-2.8	-1.8	-6	-1.2	-1.9	1	-1	-22	11	-2.2	-2.0
CCOC(=O)CSc1nc2ccc(N3CCOCC3)cc2c(=O)n1Cc1ccccc1	3.2	-0.6	1	-0.9	-1.1	15	20	0	-179	0.1	-0.2
Cc1ccccc1-n1nc2c(c1NC(=O)c1c(-c3ccccc3Cl)noc1C)CS(=O)(=O)C2	2.6	-1.4	-1	-0.2	-0.5	-6	-5	3	-5	-0.8	3.0
O=C(CO)C(O)C(O)C(O)CO (configuration not stated)	-0.8	-0.9	-2	-0.9	-1.4	1	-1	0	-4	-0.1	0.2
Cc1ccc(NC(=O)COc2nc(C)cs2)cc1	2.5	-0.8	-3	1.4	0.8	3	2	3	7	3.4	0.6
O=C(COC(=O)CSc1ccccc1)NCCNC(=O)COC(=O)CSc1ccccc1	1.9	-1.1	-2	-1.1	0.4	2	-2	-9	-4	2.6	-0.2
COC(=O)C1=C(C)NC(=O)CC1c1ccccc1OC (configuration not stated)	2.7	-1.1	-3	0.9	-1.7	-1	1	4	8	-1.6	0.1
Cc1ccc2nc(-c3ccc(NC(=O)CSc4nnc(-c5cc(C)[nH]n5)n4N)cc3)sc2c1	nt	-0.1	1	4.4*	1.4	6	2	-20	-297	13*	nt
